# Compound activity as filed in PubChem BioAssay.
# C2C12 statin – protects C2C12 myotubes from simvastatin toxicity; ATP luminescence, 48 h; scaled: DMSO 0, geranylgeraniol control 100; rescue of ATP level, % at 7.49 µM; hit rate 0.78% among 330,000;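 active = mean ATP rescue above about 67%, or every replicate alone reaching that limit, limit read from the data, passing the limit was not always enough; inconclusive = no clear call, values can overlap the other calls; inactive = mean under the limit and some replicate under it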;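 note: myotubes were challenged with 10 µM simvastatin during compound exposure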
# DENV2 CPE – DENV2-induced cell death inhibition | DENV2-infected cells, cytopathic effect rescue, plate reader | CPE inhibition, % at 9.99 µM | hit rate 1.7% among 350,000 | AID 651640; in the data active = CPE inhibition above about 20%, passing the limit was not always enough; inconclusive = no clear call, values can overlap the other calls; tested in BHK-21 cells;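 note: 0% = median of neutral control wells and 100% = median of positive control wells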
# ERp5 block – blocks human ERp5 reductase activity on insulin; Q15084; AID 651711; ERp5 insulin aggregation, absorbance 650 nm, 90 min; inhibition, % at 9.99 µM; hit rate 0.05% among 350,000;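 active = mean replicate inhibition above about 25%, with every replicate also reaching it, limit read from the data, passing the limit was not always enough; inconclusive = only one of those two criteria met; inactive = neither criterion met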
# S100A4 MyoIIA – inhibitors of human S100A4 binding to myosin IIA peptide; inhibition, % at 10.7 µM; S100A4/TAMRA-MyoIIA peptide fluorescence polarization; AID 652163; hit rate 0.14% among 360,000;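 active = mean inhibition of at least 70% across replicates, with every replicate also reaching that level; inconclusive = mean inhibition reaches 70% but some replicates fall short; inactive = mean inhibition below 70%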
# Target sequence (P26447 whole entry, looked up): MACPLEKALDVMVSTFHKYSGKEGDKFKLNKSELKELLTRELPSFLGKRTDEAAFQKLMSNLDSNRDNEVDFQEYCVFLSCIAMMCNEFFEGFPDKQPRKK
#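 Assay system: human S100A4 monomer with TAMRA-labelled myosin IIA peptide / Buffer or medium: Calcium-containing HEPES buffer, pH 7.2 / Reagent: TAMRA-labelled myosin IIA heavy-chain peptide probe, 5 nM / Compound: one dose per compound / Timing: polarization read 5 min after assay mix addition, stable 5–60 min / Benchmarks: neutral control DMSO, positive control TFP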
# E-selectin induc – E-selectin induction on HUVECs. P16581. HUVEC E-selectin immunofluorescence imaging; normalized: neutral wells 0, TNF-alpha wells 100. activation, % at 7.58 µM. hit rate 0.37% among 260,000. AID 686992;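 active = mean E-selectin-positive cell signal at least 10% of the positive control, reached in at least 60% of replicates, without over 20% cell loss; inconclusive = no rule given, readout overlaps actives, possibly toxicity-flagged; inactive = the rest, including those meeting only one limit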;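 note: in these data hits start at about 27%; measured in HUVEC primary endothelial cells; signal is the percent of cells scored E-selectin positive by PE staining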
# Target sequence (P16581 whole entry, looked up): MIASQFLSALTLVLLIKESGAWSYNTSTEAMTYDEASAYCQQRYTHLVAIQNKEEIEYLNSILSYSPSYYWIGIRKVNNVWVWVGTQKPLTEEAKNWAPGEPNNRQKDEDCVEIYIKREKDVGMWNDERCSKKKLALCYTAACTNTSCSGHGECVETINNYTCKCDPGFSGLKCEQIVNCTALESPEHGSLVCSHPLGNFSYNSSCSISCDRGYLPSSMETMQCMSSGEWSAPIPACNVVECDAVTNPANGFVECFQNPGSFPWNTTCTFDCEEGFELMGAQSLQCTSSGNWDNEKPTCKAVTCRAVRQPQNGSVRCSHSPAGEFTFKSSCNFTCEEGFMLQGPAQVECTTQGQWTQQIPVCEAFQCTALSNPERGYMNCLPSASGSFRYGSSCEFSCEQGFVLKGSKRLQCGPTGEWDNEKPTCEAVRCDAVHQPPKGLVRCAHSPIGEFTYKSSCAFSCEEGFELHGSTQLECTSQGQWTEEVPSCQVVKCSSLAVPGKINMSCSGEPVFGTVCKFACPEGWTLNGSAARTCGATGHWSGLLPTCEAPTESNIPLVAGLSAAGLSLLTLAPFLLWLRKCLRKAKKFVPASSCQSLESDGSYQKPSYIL
#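 material = human umbilical vein endothelial cells (HUVEC), E-selectin induction | quantity = 3,000 cells/well | medium = EGM-2 growth medium on 0.1% gelatin-coated wells | technique = immunofluorescence imaging | read-out basis = % PE-positive cells | control set = TNF-alpha positive control, DMSO neutral control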
# SIRT5 inh – inhibitors of human sirtuin-5 desuccinylase | Q9NXA8 | Purified SirT5, succinyl-peptide AMC, trypsin-coupled fluorescence | inhibition, % at 15 µM | hit rate 1.1% among 330,000 | AID 652115; in the data active = inhibition above about 15%; inconclusive = no clear call, values can overlap the other calls
# Target sequence (Q9NXA8 whole entry, looked up): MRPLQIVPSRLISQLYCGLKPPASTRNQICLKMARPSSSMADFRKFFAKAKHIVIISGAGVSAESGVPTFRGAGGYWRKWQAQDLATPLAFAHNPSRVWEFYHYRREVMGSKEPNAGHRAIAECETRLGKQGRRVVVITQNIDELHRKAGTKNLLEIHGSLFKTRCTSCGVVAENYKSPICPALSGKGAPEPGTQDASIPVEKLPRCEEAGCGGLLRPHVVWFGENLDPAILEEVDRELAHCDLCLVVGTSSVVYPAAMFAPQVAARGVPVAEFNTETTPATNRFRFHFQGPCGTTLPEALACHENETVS
# PglD DTNB – PglD (C. jejuni) enzyme inhibition; purified PglD enzyme, DTNB colorimetric CoA detection; inhibition, % at 12.5 µM; hit rate 0.098% among 360,000; AID 602405; in the data active = inhibition above about 16%, passing the limit was not always enough; inconclusive = no clear call, values can overlap the other calls; note: strong numbers were not always called active
# Numbers without * were called inactive; ? = inconclusive; . = not tested or not shown; & = joins results of further samples. Not all compounds are listed, so the mix of outcomes need not match the whole.
# Preview, 5 compounds:
SMILES,C2C12 statin,DENV2 CPE,ERp5 block,S100A4 MyoIIA,E-selectin induc,SIRT5 inh,PglD DTNB
C[C@H](CO)N1C[C@H](C)[C@@H](CN(C)CC2CCCCC2)Oc2c(NC(=O)NC3CCCCC3)cccc2C1=O,5,-3,2,3,.,5,-5
COc1cc(OC)c(OC)cc1CNC(=O)c1ccc(S(=O)(=O)N2CC(C)OC(C)C2)cc1 (configuration not stated),3,-2,0,-6,-0.1,0,1
C[C@H](CO)N1C[C@H](C)[C@H](CN(C)C(=O)Nc2ccc(F)cc2)Oc2ccc(NC(=O)C3CC3)cc2CC1=O,3,5,-3,1,0.3,6,3
COc1ccc(S(=O)(=O)NC(C)C(=O)Nc2ccc3c(c2)OCCO3)cc1OC (configuration not stated),4,-4,-2,1,-0.1,2,.
O=C(CSc1ccccc1)NC1CC1,-2,-9,3,-4,0.0,.,2

# The listing (from the top)
SMILES,C2C12 statin,DENV2 CPE,ERp5 block,S100A4 MyoIIA,E-selectin induc,SIRT5 inh,PglD DTNB
C[C@H](CO)N1C[C@H](C)[C@@H](CN(C)CC2CCCCC2)Oc2c(NC(=O)NC3CCCCC3)cccc2C1=O,5,-3,2,3,.,5,-5
COc1cc(OC)c(OC)cc1CNC(=O)c1ccc(S(=O)(=O)N2CC(C)OC(C)C2)cc1 (configuration not stated),3,-2,0,-6,-0.1,0,1
C[C@H](CO)N1C[C@H](C)[C@H](CN(C)C(=O)Nc2ccc(F)cc2)Oc2ccc(NC(=O)C3CC3)cc2CC1=O,3,5,-3,1,0.3,6,3
COc1ccc(S(=O)(=O)NC(C)C(=O)Nc2ccc3c(c2)OCCO3)cc1OC (configuration not stated),4,-4,-2,1,-0.1,2,.
O=C(CSc1ccccc1)NC1CC1,-2,-9,3,-4,0.0,.,2
Cc1cccc(C(CC(=O)N2CCCCC2)c2ccccc2)c1O (configuration not stated),0,3,0,-3,.,9,-3
N#CCNC1CC(=O)N(c2ccccc2)C1=O (configuration not stated),1,4,1,-3,0.0,-3,4
O=C(CCC(=O)NCCCc1ccccc1)NCCCc1ccccc1,-8,6,-8,3,-0.4,-6,.
CCOC(=O)C1=C(C)N=c2s/c(=C\c3cccc(OCC(=O)O)c3)c(=O)n2C1c1ccccc1 (configuration not stated),18,6,1,-2,.,.,-1
O=S(=O)(Nc1cccc(-c2ccc(N3CCCCCC3)nn2)c1)c1ccc(C(F)(F)F)cc1,7,-6,2,-3,.,-5,-10
O=C1[C@H]2[C@H](C=CC[C@H]2C(=O)N2CCOCC2)CCN1Cc1ccc(Cl)c(Cl)c1,.,-9,2,5,0.0,-6,.
CCOC(=O)c1ccc2c(c1)NCc1cccc(OC)c1O2,2,5,1,1,0.6,-2,1
COc1ccc(S(=O)(=O)Nc2ccc3c(c2)CC(=O)N([C@H](C)CO)C[C@H](C)[C@H](CN(C)Cc2ccncc2)O3)cc1,-10,-5,-5,1,-15,0,7
Cc1ccc(NC(=O)COC(=O)c2cccc(OC(F)F)c2)cc1S(=O)(=O)N1CCCCC1,-6,-9,5,-12,.,-1,1
COc1ccc(CNC(=O)c2ccc(N3CCC4(CC3)CC(c3ccc(Cl)cc3)=NO4)c([N+](=O)[O-])c2)cc1,14,-16,-6,-7,-0.1,.,-4
C[C@H]1CCCCO[C@H](CN(C)C(=O)C2CCCCC2)[C@@H](C)CN([C@@H](C)CO)C(=O)c2cc(NS(=O)(=O)c3cn(C)cn3)ccc2O1,.,0,-6,8,-0.1,2,-2
Cc1[nH]c2ccccc2c1/C=N/NC(=O)c1ccc(N)cc1,0,1,1,0,.,-2,4
O=[N+]([O-])c1ccc(COc2ccccc2CN2CCCCC2)cc1,-6,-1,10,-10,0.1,.,-5
Cn1ncc2c(Nc3cc(Cl)cc(Cl)c3)ncnc21,-1,-3,6,1,.,8,1
CCCCN([C@H](CO)C(C)C)S(=O)(=O)c1ccccc1Br,9,-2,1,-5,0.2,-3,20
CCCc1[nH]nc2c1C1(C(=O)N(C(C)C)c3ccccc31)C(C#N)=C(N)O2 (configuration not stated),39,-2,-3,1,.,-5,-5
O=C1Nc2ccccc2C1=NN1CCCCCC1,12,7,-6,-8,0.2,.,2
O=C(Nc1cccnc1)c1cc(-c2cccc(Cl)c2)on1,-5,4,-5,0,.,-2,-1
O=C(CN1CCN(c2ccccn2)CC1)Nc1cccc(Cl)c1Cl,42,-6,2,-6,.,-4,1
CC(=O)NC1=NN(C(C)=O)C(c2ccc(C(C)C)cc2)S1 (configuration not stated),4,.,.,.,-2.3,.,-1
# (further entries)
SMILES,C2C12 statin,DENV2 CPE,ERp5 block,S100A4 MyoIIA,E-selectin induc,SIRT5 inh,PglD DTNB
CN1CCN(C(=O)c2cc3ccccc3cc2O)CC1,-10,-1,1,-1,0.2,-1,5
Cc1ccc(N(C(=O)CNC(=O)c2ccco2)C(C(=O)NC2CCCC2)c2cccnc2)c(C)c1 (configuration not stated),8,-8,2,-1,.,1,6
Nc1nc(Sc2c([N+](=O)[O-])cc(C(F)(F)F)cc2[N+](=O)[O-])n[nH]1,.,-1,0,0,0.0,-2,.
COc1ccc(NC(=O)N(C)C[C@H]2OCCCC[C@@H](C)Oc3ccc(NC(=O)Nc4cccc5ccccc45)cc3C(=O)N([C@H](C)CO)C[C@@H]2C)cc1,.,7,.,.,0.2,.,0
O=C(CSC(=O)c1ccccc1)Nc1ccccc1F,6,8,-6,-1,0.3,-11,-5
CCn1c(C(=O)N2CCC(C(=O)NCCCSC3CCCCC3)CC2)cc2sccc21,-19,0,11,4,0.1,-1,-4
C=CCN(Cc1ccc(Cl)s1)C(=O)c1ccc(F)c(S(=O)(=O)N2CCOCC2)c1,-2,0,0,0,0.3,.,-10
Cc1noc(C)c1NC(=O)N(C)C[C@H]1Oc2ccc(NC(=O)Cc3ccccc3)cc2CC(=O)N([C@H](C)CO)C[C@@H]1C,1,-6,-1,7,0.1,-1,6
COc1ccc(CCN2C(=O)CCC2(C)c2nnnn2Cc2ccccc2)cc1OC (configuration not stated),.,-1,0,-12,-4.7,-2,.
COc1cc2c(CCNC(C)=O)c[nH]c2cc1Cl,6,-3,3,-10,0.0,0,1
CN1[C@@H]2c3ccc(C4=CCCC4)c(=O)n3C[C@@H]2[C@@H](CO)[C@@H]1C(=O)NC1Cc2ccccc2C1,20,-4,17,-10,0.0,-3,3
c1ccc2sc(N3CCCCC3)nc2c1,-1,0,5,4,-0.1,.,-7
Fc1cccc(-c2ccc(C3[C@@H]4CN(Cc5ccccc5F)C[C@H]3N4)cc2)c1 (some centres not stated),.,1&0,10&11,3&-27,-0.2&-0.1,-11&-4,.
COc1ccc2c3c(n(C)c2c1)[C@@H](CO)NCC31CCN(Cc2ccncc2)CC1,.,1,0,10,-0.3,2,.
Cc1ccc(S(=O)(=O)N[C@H]2C=C[C@H](CC(=O)NCCN3CCCCC3)O[C@H]2CO)cc1,-6,-9,5,-27,-0.1,-10,-15
CN1C(=O)c2cc(NC(=O)Cc3cccs3)ccc2OC[C@H]2O[C@H](CC(=O)O)CC[C@H]21,10,-7,-2,6,0.1,-2,2
O=C(CSc1n[nH]c(=O)[nH]c1=O)Nc1ccccc1C(=O)c1ccccc1,.,5,0,6,2.8,-1,4
Cc1cccc(C(=O)NCC(=O)N(C)Cc2nc3ccccc3c(=O)[nH]2)c1,-6,12,0,-1,-0.1,-3,-1
COc1cccc(-c2csc(NC(=O)Oc3ccccc3)n2)c1,-1,.,1,-19,.,-9,-2
Cc1ccc2c(c1)c1c(n2CC(O)CN2CCCCCC2)CCCC1 (configuration not stated),-2,8,0,-1,0.2,-6,3
C#CC(C)(C)NC(=O)c1cnc(-c2ccccc2)nc1-c1ccccc1,.,?,-1,-1,0.5,1,.
NS(=O)(=O)c1ccc(NC(=O)COC(=O)c2ccc3c(c2)OCCO3)cc1,2,7,-4,-20,.,-4,-3
Cc1ccc(NC(=S)N2CCCC2)cc1Cl,.,-15,4,1,0.0,-1,-1
CCc1ncc(/C=C2\C(=O)Nc3ccccc32)[nH]1,.,1,1,-1,0.0,1,-3
O=C(c1ccccc1SCc1ccccc1)N1CCCCCC1,.,10,-2,-2,.,-4,.
# (listing goes on)
SMILES,C2C12 statin,DENV2 CPE,ERp5 block,S100A4 MyoIIA,E-selectin induc,SIRT5 inh,PglD DTNB
Nc1ncc(Br)cc1N=Cc1ccccc1,.,-6,2,0,.,-4,3
O=C(c1ccccc1)N1CCN(C(=O)c2nn3c(C(F)(F)F)cc(-c4ccccc4)nc3c2Br)CC1,2,-6,1,-1,0.0,-3,-1
C[C@H]1CN([C@@H](C)CO)C(=O)c2cc(C#CC(C)(C)O)cnc2O[C@H]1CN(C)C(=O)C1CC1,.,3,2,-2,0.0,-2,-1
C=CCNc1nc2c(c(=O)[nH]c(=O)n2C)n1CC(O)COc1ccc2ccccc2c1 (configuration not stated),-2,10,2,-1,0.1,-4,-2
O=C1C=C(c2ccccc2)OC(c2ccccc2)O1 (configuration not stated),11,2,4,0,0.2,2,-1
Cc1cccc(OCC(=O)N2CCN(C(=O)c3ccco3)CC2)c1,4,-5,-10,4,.,3,.
Cc1cnc(NC(=O)CCN2C(=O)C3CCCCC3C2=O)s1 (configuration not stated),.,-3,3,0,.,-2,.
O=C(Cc1ccccn1)N1[C@H](CO)[C@@H]2c3ccccc3NC[C@@H]21,3,19,2,-4,-0.2,1,-5
Cc1csc(SCC(=O)Nc2cc([N+](=O)[O-])ccc2F)n1,1,5,0,-5,-0.2,0,-5
O=C(Nc1cccc(F)c1)N1CC(=O)N2[C@H](CO)[C@@H](c3ccc(Br)cc3)[C@H]2C1,.,?,-3,4,0.2,-5,.
Cc1ccc(CNC(=O)C2CCCN(c3nc4ccsc4c(=O)s3)C2)cc1 (configuration not stated),-3,-1,-5,-8,.,18*,.
Cc1ccc2nc(-c3cccnc3SCC(=O)N3c4ccccc4CC3C)[nH]c2c1 (configuration not stated),.,0,-1,0,.,-2,.
COc1ccccc1Oc1ccnc2cc(Cl)ccc12,-9,17,0,-1,1.7,-3,0
O=C1[C@@H]2[C@H](C(=O)N1C[C@@H](COCc1ccccc1)Oc1cccc3c1S(=O)(=O)N(CCc1ccc(F)cc1)C[C@H](COCc1ccccc1)O3)[C@@H]1C=C[C@H]2C1,.,-8,-5,-3,.,-7,.
CCCNC(=O)C[C@H]1CC[C@@H]2[C@H](COC[C@@H](O)CN2C(=O)CC)O1,1,0,0,-5,0.0,1,1
O=C(N[C@@H]1CC[C@H](CCn2cc(-c3cccnc3)nn2)O[C@H]1CO)c1ccccc1F,-6,-12,-8,-21,-1.9,-4,2
COc1ccc(/C=C(/NC(=O)c2ccccc2)C(=O)NC(Cc2c[nH]c3ccccc23)C(=O)O)cc1 (configuration not stated),8,-8,1,-20,1.4,-1,9
CC(=O)c1ccc(S(=O)(=O)Nc2ccc(C(=O)NC3CC3)cc2)cc1,-3,-9,0,-1,-0.2,-5,1
CC(C)(C)c1ccc(C2=CC(c3ccccc3F)n3ncnc3N2)cc1 (configuration not stated),-36,.,-4,-4,0.1,.,-7
C[C@@H]1CCCCO[C@@H](CN(C)C(=O)CCC(F)(F)F)[C@H](C)CN([C@H](C)CO)C(=O)c2cc(NS(=O)(=O)c3cn(C)cn3)ccc2O1,.,9,-1,-9,0.2,-1,-2
Cc1ccccc1CNC(=O)c1ccccc1NS(C)(=O)=O,.,4,-2,-8,.,27*,.
O=C(Nc1cccc(C(F)(F)F)c1)c1cnccn1,.,-3,-1,1,.,4,.
NC(=O)NC(CC(=O)N1CCc2ccccc2C1)c1ccc(Cl)cc1 (configuration not stated),23,1,0,4,-0.1,2,6
COc1cccc2cc(C(=O)NC3CC4CCC3C4)oc12 (configuration not stated),-15,0,2,3,-0.3,-1,2
O=C(Cc1ccccc1[N+](=O)[O-])OCN1C(=O)c2ccccc2C1=O,0,3,-12,0,-0.3,-4,2
